Pol beta inh – DNA polymerase beta (human) inhibition; Pol beta primer extension/strand displacement, fluorescence kinetic; Potency, µM (series often up to 114 µM), for inactives: at the highest dose activity change, negative = inhibition, usual class: inhibitors; 340,000 compounds, 1.3% hits; further: potency means the concentration at half of the fitted maximal effect; on the % scale 0 is the no-effect control and ±100 the full control effect
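Human Pol beta at 10 nM; strand-displacement substrate 50 nM final. Compound exposure 15 min at room temperature before start, reaction 10 min at room temperature.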
BLM inh – Bloom syndrome helicase (human) inhibition; P54132; AID 2528; 350,000 compounds, 0.2% hits; recombinant BLM DNA unwinding, fluorescence dequenching; Potency, µM (doses to about 56.1 µM), without a hit: top-dose activity change, negative = inhibition, usual class: inhibitors;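 further: potency means the concentration at half of the fitted maximal effect; plate controls were vehicle for no effect and no enzyme for full effect; nearly all actives have a fitted effect of over 35% in size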
Glioma ERSR ind – ER stress response induction in glioma. U87-MG GRP78 promoter luciferase reporter, 16 h. Potency, µM, without a hit: top-dose activation, usual class: activators. 420,000 compounds, 0.02% hits; further: potency means the concentration at half of the fitted maximal effect; series mostly up to about 76 µM; % of control where 0% means no effect; nearly all actives have a fitted effect of over 35% in size
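Stably transfected U87-MG human glioma cells carrying a GRP78-based luminescent sensor were seeded at 1000 cells/well, pin-dosed with compounds and incubated 16 h. Luciferase reagent was then added, and end-point luminescence was read after 10 min at room temperature.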
Pol kappa inh – blocks human DNA polymerase kappa activity; Q9UBT6; purified Pol kappa, fluorescent DNA synthesis assay, 10 min; Potency, µM (top dose mostly 107 µM), inactives show at the top dose activity, negative = inhibition, most hits filed as inhibitors; 400,000 compounds, 0.53% hits; AID 588579; further: potency means the concentration at half of the fitted maximal effect; on the % scale 0 is the no-effect control and ±100 the full control effect
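Pol kappa 10 nM + cpd, 15 min RT; start w/ substrate 50 nM final; fluorescence kinetic read, 0 and 10 min. Neg ctrl: buffer, no enzyme.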
Anesthetic bind – binds horse apoferritin like a general anesthetic; P02791; apoferritin/1-aminoanthracene competitive binding, fluorescence; Potency, µM (titrated, usually from 77.5 µM), inactives show at the top dose activity change, negative = displacement, usual class: inhibitors; 350,000 compounds, 0.074% hits; AID 485281; further: potency means the concentration at half of the fitted maximal effect; on the % scale 0 is the no-effect control and ±100 the full control effect; nearly all actives have a fitted effect of over 20% in size
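Read-out: endpoint 1-AMA fluorescence, excitation 380 nm and emission 535 nm, after compounds sit 10 min at room temperature with 10 uM horse-spleen apoferritin in 50% saturated 1-AMA/PBS. Values come from four-parameter Hill fits.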
APEX1 inh – blocks human APE1 abasic DNA cleavage | recombinant APE1, TAMRA/BHQ-2 abasic DNA cleavage fluorescence | Potency, µM (top dose mostly 65.8 µM), for the others: top-dose activity change, negative = inhibition, usual class: inhibitors | 350,000 compounds, 0.35% hits | AID 2517;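 further: potency means the concentration at half of the fitted maximal effect; plate controls were vehicle for no effect and reference inhibitor for full effect; nearly all actives have a fitted effect of over 55% in size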
Target sequence (P27695 whole entry, looked up): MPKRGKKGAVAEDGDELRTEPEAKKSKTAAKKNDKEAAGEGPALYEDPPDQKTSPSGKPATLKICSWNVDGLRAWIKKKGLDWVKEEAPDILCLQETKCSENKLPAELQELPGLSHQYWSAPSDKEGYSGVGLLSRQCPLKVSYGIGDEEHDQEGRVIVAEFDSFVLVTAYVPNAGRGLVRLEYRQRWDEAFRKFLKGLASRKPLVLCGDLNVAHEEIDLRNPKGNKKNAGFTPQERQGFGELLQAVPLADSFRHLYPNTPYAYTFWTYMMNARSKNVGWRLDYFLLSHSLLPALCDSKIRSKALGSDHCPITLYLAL
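Enzyme (0.75 nM final) and test compound are incubated 15 min at room temperature before adding 50 nM quenched THF abasic-site duplex. Cleavage dequenches TAMRA, followed at 525/598 nm over three reads one minute apart.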
LDHA inh – inhibitors of human lactate dehydrogenase A | P00338 | purified LDHA, NADH/diaphorase-resazurin fluorescence; hits give low values | activity change, % (values are at about 110 or 230 µM) | 480,000 compounds, 0.15% hits; in the data active means activity change below about -30%; inconclusive means mostly about -25% to -30%;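 further: plate controls were DMSO wells for no effect and wells without enzyme for full effect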
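Remaining NADH was detected by diaphorase (0.133 mg/mL) converting 37 µM resazurin to fluorescent resorufin, read at 0 and 20 minutes. The preceding 5-minute room-temperature reaction used 2 nM LDHA, 0.2 mM sodium pyruvate and 0.06 mM NADH at pH 7.4.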
Pol eta inh – inhibitors of human DNA polymerase eta. recombinant Pol eta, fluorescent DNA replication assay. Potency, µM (highest dose often 114 µM), for the others: top-dose activity change, negative = inhibition, hits mostly inhibitors. 390,000 compounds, 1.2% hits; further: potency means the concentration at half of the fitted maximal effect; on the % scale 0 is the no-effect control and ±100 the full control effect
Target sequence (Q9Y253 whole entry, looked up): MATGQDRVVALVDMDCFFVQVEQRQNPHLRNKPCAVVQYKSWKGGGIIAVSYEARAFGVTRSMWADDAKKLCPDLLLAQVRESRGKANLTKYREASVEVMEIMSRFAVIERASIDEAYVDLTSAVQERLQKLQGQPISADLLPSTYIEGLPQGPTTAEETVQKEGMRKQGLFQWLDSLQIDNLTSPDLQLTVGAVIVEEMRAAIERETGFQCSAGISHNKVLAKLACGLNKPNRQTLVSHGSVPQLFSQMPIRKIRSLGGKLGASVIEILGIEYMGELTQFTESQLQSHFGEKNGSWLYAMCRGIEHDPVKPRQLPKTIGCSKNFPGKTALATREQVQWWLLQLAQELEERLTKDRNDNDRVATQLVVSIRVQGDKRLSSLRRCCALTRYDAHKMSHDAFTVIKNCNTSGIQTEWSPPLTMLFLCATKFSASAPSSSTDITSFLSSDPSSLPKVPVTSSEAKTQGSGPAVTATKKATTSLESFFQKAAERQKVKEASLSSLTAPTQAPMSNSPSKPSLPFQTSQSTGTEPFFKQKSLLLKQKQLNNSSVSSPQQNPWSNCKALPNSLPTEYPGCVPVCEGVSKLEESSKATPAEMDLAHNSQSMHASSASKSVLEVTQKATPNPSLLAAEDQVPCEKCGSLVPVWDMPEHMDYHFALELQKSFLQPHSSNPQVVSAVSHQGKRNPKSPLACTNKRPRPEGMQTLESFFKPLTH
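Pol eta (10 nM) was preincubated with compounds for 15 min at room temperature, after which fluorescent replication substrate (50 nM final) was added to start the reaction. Fluorescence was read kinetically at 0 and 10 min.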
Pol iota inh – inhibitors of human DNA polymerase iota; Pol iota fluorescent replication assay, 10 min; Q9UNA4; Potency, µM (doses to about 115 µM), for inactives: at the top dose activity, negative = inhibition, actives largely listed as inhibitors; 390,000 compounds, 1% hits; further: potency means the concentration at half of the fitted maximal effect
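Fluorescent replication assay read twice, at 0 min and 10 min after adding 50 nM (final) substrate. Enzyme (10 nM) and compounds were first incubated 15 min at room temperature; enzyme-free buffer wells were negative controls.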
Active calls of the source: *; ? = inconclusive; . = not tested or not shown; & = joins results of further samples; [ ] = another dose, or the depositor's remark. Unless noted, the call rests on the fitted dose curve; in most records, active means well fitted curve in the direction sought with a large enough effect; inconclusive means small, poorly fitted or top-dose-only effect, or another doubt; inactive means no such curve, though single readings can be large; an effect the other way counts as inactive or inconclusive.

Start of the listing, in advance, 2 compounds:
no.	SMILES	Pol iota inh	Pol beta inh	LDHA inh	Pol eta inh	Anesthetic bind	BLM inh	Glioma ERSR ind	Pol kappa inh	APEX1 inh
1	C/C(=N/NC(=O)CCCOc1ccc(Cl)cc1Cl)c1ccc(C)o1	221%[activator]	35%	-2	-19%	?	-3%	-3%	-8%	-9%
2	CC(=O)N1CCN=C1SCc1ccc(Br)cc1	5%	-23%	-2	-5%	?	0%	-1%	-6%	2%

The whole of this part (from the top)
no.	SMILES	Pol iota inh	Pol beta inh	LDHA inh	Pol eta inh	Anesthetic bind	BLM inh	Glioma ERSR ind	Pol kappa inh	APEX1 inh
1	C/C(=N/NC(=O)CCCOc1ccc(Cl)cc1Cl)c1ccc(C)o1	221%[activator]	35%	-2	-19%	?	-3%	-3%	-8%	-9%
2	CC(=O)N1CCN=C1SCc1ccc(Br)cc1	5%	-23%	-2	-5%	?	0%	-1%	-6%	2%
3	Cc1nnc(NC(=O)CSc2nnc(-c3ccccc3)n2C)s1	80%[activator]	4%	-8	-10%	-4%	2%	-1%	11%	-6%
4	FC(F)(F)c1cc(-c2ccccc2)nc2cc(-c3ccccc3)nn12	27%	3%	-5	-16%	7%	-8%	4%	-2%	.
5	CCOc1ccc(NC(=S)N(CCc2c(C)[nH]c3ccc(C)cc23)Cc2ccco2)cc1	12%	4%	-2	-14%	8%	-11%	-4%	-4%	0%
6	CCC1(CC)SC(N)=NC1=O	8%	.	-4	1%	.	.	-2%	-8%	.
7	CN(CC1CCCN(CCc2cccc(C(F)(F)F)c2)C1)C(=O)c1ccco1 (stereo unspecified)	4%	8%	-2	3%	-16%	8%	-3%	-12%	14%
8	Cc1c(NC(=O)Nc2cccc(C(F)(F)F)c2)sc2nc3n(c(=O)c12)CCC(C)CC3 (stereo unspecified)	14%	32%	-5	-2%	0%	-7%	1%	14%	.
9	Cc1ccc(-c2nn(-c3ccccc3)cc2C2CC(c3cccs3)=NN2C(=O)CCC(=O)O)cc1 (stereo unspecified)	25%	3%	-12	-16%	-7%	-5%	-4%	-6%	3%
10	Cc1cccc(N/N=C/c2ccc(C)s2)c1	1%	49%	-1	-18%	-19%	1%	7%	-7%[60.1 µM]	2%
11	O=C(Nc1cccc(C(F)(F)F)c1)c1c(O)c2ccccc2[nH]c1=O	2%	35%	-14	-6%	-3%	-13%	-1%	-1%	6%
12	O=C(NCC1CCCO1)c1csc(Nc2cccc3ccccc23)n1 (stereo unspecified)	24%	0%	3	-12%	-5%	-2%	7%	0%	1%
13	CCC(=O)Nc1cccc(C2=NOC3(C2)C[C@@H](C(N)=O)N(C(=O)C2(C)CC2)C3)c1 (stereo partly specified)	32%	-3%	0	-15%	8%	2%	-5%	-7%	-4%
14	CCOC(=O)c1c(C)oc2nc(C)nc(NCc3ccc(C)cc3)c12	-12%	18%	8&-2	-10%	-9%	-7%	-3%	-1%	.
15	Cc1[nH]c(=O)c(Cc2ccccc2)c(O)c1C#N	-4%[58.9 µM]	.	0	-12%	.	.	-4%	-7%	.
16	CCOc1ccc(NC(=O)C2CCC(C)(C(=O)O)C2(C)C)cc1 (stereo unspecified)	1%	11%	-7	-6%	-3%	1%	-3%	-16%	-2%
17	Cn1c(=O)c(-c2cccs2)nc2cnc(Oc3ccccc3)nc21	.	.	.	.	.	-4%	-2%	-2%[60.1 µM]	1%
18	COc1ccccc1NS(=O)(=O)c1cc(C(=O)NCC(c2ccc(F)cc2)N2CCOCC2)ccc1C (stereo unspecified)	8%	.	-1	-3%	.	.	-3%	-9%	-10%
19	O=C(/C=C/c1ccco1)N1CCN(S(=O)(=O)c2cccc([N+](=O)[O-])c2)CC1	-21%	.	-13	-9%	.	.	-1%	-18%	15%
20	Cc1ccnc(NC(=O)CCC(=O)N(CC(=O)NCCc2ccccc2)Cc2cccs2)c1	20%	32%	-2	-10%	-8%	2%	-2%	3%	-2%
21	CCc1ccccc1NC(=O)Cn1c(=O)oc2ccccc21	4%	-24%	0	-16%	-6%	0%	-3%	-23%	.
22	CCCC1CC(=O)OC1(C)C(=O)CSc1n[nH]c(-c2ccccc2)n1 (stereo unspecified)	.	20%	.	.	?	0%	.	.	5%
23	O=C(O)Cc1cc2c(s1)CCCCC2	0%	?	-8	9%	-11%	0%	-1%	5%	-1%
24	Cc1cc(C(=O)O/N=C(\N)c2ccncc2)ccc1[N+](=O)[O-]	17%	-26%	-7	9%	-4%	2%	-2%	-14%	5%
25	COc1ccccc1NC(=O)Cc1nnc(SCC(=O)Nc2ccccc2F)n1C	91%[activator]	0%	-10	-16%	-9%	-5%	-3%	0%	1%
26	O=C(CN1CCN(c2ccccn2)CC1)Nc1nc2ccccc2s1	7%	28%	0	-3%	-7%	-3%	4%	-6%	17%
27	O=S1(=O)C=C(SCc2ccc(F)cc2)Nc2ccccc21	-18%	0%	-9	-4%	?	-3%	-3%	-10%	29%
28	Cn1cccc1Cc1nnc(SCC(=O)Nc2cccc(F)c2)n1-c1ccc(F)cc1	-23%	2%	-13	-12%	?	-8%	-3%	-2%	1%
29	N#Cc1c(NC(=O)CSc2ncn[nH]2)sc2c1CCCC2	-6%	24%	-1	-14%	-21%	-4%	-3%	0%	2%
30	Cc1oc(-c2ccc(C(=O)NCCCOC(C)C)cc2)nc1CS(=O)(=O)c1ccccc1	-3%	?	-11	-19%	-2%	-4%	-2%	-10%	.
31	O=C(COc1ccc(Cl)cc1Cl)N(C1CCCCC1)C1CCS(=O)(=O)C1 (stereo unspecified)	14%	.	-2	-26%	.	.	-4%	-18%	26%
32	COc1ccc(-c2nc(C#N)c(NCc3ccc(C)cc3)o2)cc1OC	9%	6%	-2	-15%	4%	-6%	-4%	-4%	0%
33	O=C(CSc1nnc(-c2ccccc2O)n1Cc1ccccc1)NNC(=O)c1ccccc1O	-8%	6%	3	-14%	-5%	-2%	-1%	-17%	-2%
34	Cc1cccc(C)c1NC(=O)CCS(=O)(=O)c1ccc2c(c1)CC(C)N2C(=O)C1CC1 (stereo unspecified)	31%[activator]	22%	0&3	-6%	7%	-1%	-3%	-23%	.
35	COCCCNC(=O)C1CCN(c2ncccn2)CC1	7%	2%	-3	-4%	-6%	-1%	-5%	3%	5%
36	Clc1ccc2nc3ccccn3c2c1	35%[activator]	?	-3	-13%	113%[activator]	1%	-2%	-3%	-11%
37	Cc1nn(CC(=O)Nc2cc(S(=O)(=O)N(C)C)ccc2Cl)c(C)c1[N+](=O)[O-]	4%	15%	0	-11%	-8%	-3%	-1%	-4%	1%
38	Cc1ccc(NC(=O)c2sc(-n3nc(C)c(CCC(C)C)c3C)nc2C)cc1C	-3%	27%	-2	-6%	-2%	-11%	0%	4%	.
39	CN(Cc1ccccc1)S(=O)(=O)c1ccc(NC(=O)c2ccccc2C(=O)O)cc1	21%	.	-4	-20%	.	.	-1%	-18%	.
40	O=C(Cn1cnc2c(nnn2-c2ccccc2)c1=O)N1CCCc2ccccc21	-11%	-13%	-3	-6%	2%	-1%	-1%	-8%	9%
41	O=C(NCCS(=O)(=O)NCCc1ccccc1)c1ccccc1	28%	.	-1	-7%	.	.	0%	-5%	47%[activator]
42	O=c1[nH]c2ccc(Cl)cc2c(-c2ccccc2)c1N1CCN(CCO)CC1	-3%	11%	-1	-10%	-8%	4%	-2%	-6%	-5%
43	CSc1ncc(Cl)c(C(=O)Nc2nc3ccc(F)cc3s2)n1	8%	22%	-3	-6%	1%	-2%	-3%	14%	.
44	Nc1c(Cl)cc(C2=NCCn3c2c2ccccc2[n+]3[O-])cc1Cl	24%	.	-1	-5%	.	.	1%	10%	6%
45	O=C(C/C=N/OCc1ccccc1F)c1cnc(-c2ccc(Cl)cc2)s1	22%	37%	-3	-15%	?	-8%	1%	-6%	-3%
46	COc1ccc2c(c1)OC(=O)CC2c1ccc2c(c1)OCO2 (stereo unspecified)	.	.	.	.	0%[110 µM]	-7%[75.6 µM]	-4%	-13%	-2%
47	CC(Oc1ccc2c(-c3ccccc3)cc(=O)oc2c1)C(=O)NCC(O)c1ccccc1 (stereo unspecified)	-4%	-11%	-2	0%	-23%	-1%	-1%	4%	10%
48	CNC(=S)NCCc1cc2c(OC)ccc(OC)c2[nH]c1=O	8%	-1%	6	4%	-3%	0%	-4%	-6%	-10%
49	CC(=O)c1c(C)[nH]c(C(=O)N2CC(C)CC(C)C2)c1C (stereo unspecified)	25%	-1%	0	0%	-10%	-2%	-2%	1%	30%
50	CCCCCCc1c(C)[nH]c2nc3ccccc3n2c1=O	-28%	-1%	-6	-1%	-1%	-4%	-2%	-5%	-3%

(list continues)
no.	SMILES	Pol iota inh	Pol beta inh	LDHA inh	Pol eta inh	Anesthetic bind	BLM inh	Glioma ERSR ind	Pol kappa inh	APEX1 inh
51	CC(C)OCCCn1c(=O)c2ccccc2n2c(-c3ccc(F)cc3)nnc12	?	15%	-15	-18%	6%	-2%	-3%	-10%	.
52	Cc1ccc(C)n1-c1sc2c(c1C#N)CCCC2	-29%[58.9 µM]	-8%	-3	0%	-13%	-5%	8%	2%	-2%
53	CCC(Sc1ncnc2c1c(-c1ccccc1)cn2-c1ccc(OC)cc1)C(=O)OC (stereo unspecified)	21%	-2%	-3	-18%	68%[activator]	-8%	-4%	-7%	-1%
54	CCOc1ccccc1NC(=O)c1cc(CC(C)C)oc1C	?	3%	0	-2%	1%	-3%	0%	-6%	-1%
55	CC(=O)NCCNc1nc(-c2ccccc2C(F)(F)F)nc2ccccc12	.	.	.	.	0%	-12%	-2%	-3%[60.1 µM]	21%
56	COc1ccc([C@H]2CC(=O)C=C(c3cc(C)ccc3OC)C2)cc1	-1%	.	1	-14%	.	.	-3%	-7%	17%

High-throughput results (PubChem)

A portion of the library (hit frequency here may not be typical).
